NS3h inh CB: blocks HCV NS3 helicase binding to DNA; NS3h Cy5-dT15 DNA binding, fluorescence polarization; inhibition, % at 100 µM; 1.6% of 16,000 active;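 active means inhibition above the average over every tested compound plus 3 SD, cut at about 40% in these data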
Cy5 interf NS3h: counter-screen for HCV NS3 helicase inhibitors: fluorescence interference; fluorescence interference ratio at 100 µM; Cy5-dT15 DNA with NS3h; actives lie on both sides; signal over control mean, under 1 quenches; 6% of 16,000 active;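 active means compound fluorescence over control fluorescence at most 0.8, a quencher, or at least a set upper limit, an enhancer; inactive means ratio between 0.8 and the set upper limit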
* marks the source's active call; other numbers are inactive results.

SMILES	NS3h inh CB	Cy5 interf NS3h
Cc1ccc(N2CC(C(=O)Nc3cccc(Cl)c3C)CC2=O)cc1 (stereo not drawn)	4	0.86
O=C(/C=C/c1ccccc1)N1CCC(CN2C(=O)c3cccc4cccc(c34)C2=O)CC1	13	0.89
Clc1ccc(-c2nc(-c3cccnc3)no2)c(Cl)c1	9	1.1
CC(C(=O)NCc1ccco1)N1C(=O)c2ccccc2C1=O (stereo not drawn)	4	1.1
CC(C)(C)NC(=O)CSc1ncccn1	-1	1.1
COc1ccc(-c2cc(=O)n3[nH]c(-c4ccc(C)cc4)c(C)c3n2)cc1	2	1.1
O=C1C(=Cc2ccc(Oc3ccc(C(F)(F)F)cc3[N+](=O)[O-])c(Cl)c2)C(=O)c2ccccc21	3	1
CCOc1ccc(C(=O)Nc2ccc3nn(-c4ccc(OC)cc4)nc3c2)cc1Cl	-36	1
CC(=O)Nc1ccc(C(=O)Nc2ccc(Br)cc2F)cc1	19	1.1
C=CCN1C(=O)/C(=C\c2cc(Cl)c(OCc3ccccc3Cl)c(OC)c2)SC1=S	2	1
COc1ccc(S(=O)(=O)Nc2ncccc2O)cc1	8	1
CCOC(=O)C1=C(C)N=c2s/c(=C\c3ccc([N+](=O)[O-])o3)c(=O)n2C1c1cccs1 (stereo not drawn)	8	1
O=C(COc1ccc2ccccc2c1)Nc1ccccc1C(=O)Nc1ccccc1	-11	1.1
CCOC(=O)N(CCCC(=O)OC)CP(=O)(OCC)OCC	2	1
CCN(CC)C(=O)COc1ccc2oc(C)c(C(=O)OC(C)C)c2c1	16	0.79*
COc1ccc(C(=O)c2ccc(N3CCN(C(=O)c4ccccc4)CC3)c(F)c2)cc1Br	5	1
Cc1ccc(NS(=O)(=O)c2ccc(F)cc2)nc1	2	1.1
Cc1cc(C)c(S(=O)(=O)Nc2cccc3ccc(C)nc23)c(C)c1	11	0.94
CCC(Sc1nnc2c3ccccc3n(C)c2n1)C(=O)Nc1ncccc1Cl (stereo not drawn)	16	1
O=C(NCCO)C1COc2ccccc2O1 (stereo not drawn)	1	0.94
Cc1ccc(OCCOc2cccc(/C=C3/SC(=S)N(C)C3=O)c2)cc1C	26	0.95
Cc1ccc(S(=O)(=O)Nc2ccccc2Br)cc1[N+](=O)[O-]	4	0.9
O=C(CCN1C(=O)c2ccccc2C1=O)Nc1cccc(Cl)c1	12	0.97
CCOC(=O)CNC(c1ccccc1)c1cc(Br)ccc1N (stereo not drawn)	6	0.96
Cc1ccc(C(=O)N2CCN(c3ccccc3)CC2)cc1C	6	0.96
(list continues)
SMILES	NS3h inh CB	Cy5 interf NS3h
CC(=O)c1cccc(NC(=O)Cn2cnc([N+](=O)[O-])n2)c1	4	1
Cc1nnc(NC(=O)CSc2nnc3c4ccccc4n(C(C)C)c3n2)s1	14	1
N#Cc1ccc2c(c1)nc1c3cccc4cccc(c(=O)n21)c43	-4	0.65*
COc1cccc(OCC(=O)NCc2ccncc2)c1	-1	1.1
COc1cc2c(cc1NC(=O)c1cccc(I)c1)oc1ccccc12	9	0.98
Cc1c(N(C(=O)c2ccccc2)C(=O)c2ccccc2)c(=O)n(-c2ccccc2)n1C	-6	0.96
O=C(/C=C/c1ccc(Cl)cc1)Nc1ccccc1C(F)(F)F	-5	0.98
CCOC(=O)C1=C(c2ccccc2)N=c2s/c(=C\c3cccnc3)c(=O)n2C1c1ccc(OC)c(OC)c1 (stereo not drawn)	2	1
COc1ccc(NC(=O)/C=C/c2ccccc2Cl)c([N+](=O)[O-])c1	8	1
C=CCNC(=O)C(=O)NCCN1CCOCC1	6	1.2
CN1C(=O)/C(=C\c2ccccc2OCc2ccc(Cl)cc2)SC1=S	10	1
CCN1C(=O)/C(=C\c2ccc(OCCOc3cccc(OC)c3)cc2)SC1=S	7	0.99
Cc1ccc(Cl)cc1NC(=O)C1CC(=O)N(c2ccc(F)cc2)C1 (stereo not drawn)	-16	1.1
CCN1C(=O)/C(=C\c2cc(OC)ccc2OC)SC1=S	9	0.76*
O=C(COc1ccccc1)Nc1ccc([N+](=O)[O-])cc1	5	1.1
Cc1ccc(C)n1-c1ccc(CC(=O)O)cc1	85*	1.1
CCCc1ccc(OCc2nnc(NC(=O)Nc3cccc(Cl)c3)s2)cc1	-3	1.1
CC(C)CN1C(=O)/C(=C/C2CC=CCC2)SC1=S (stereo not drawn)	9	0.97
COc1ccc(C(=O)N2CCN=C2c2ccccc2)cc1OC	-9	0.82
CCOc1ccc2cc(C(=O)c3ccccc3)c(=O)oc2c1	12	1.1
COc1ccc(/C(C)=N\N=C(\C)c2ccc(OC)cc2OC)c(OC)c1	16	0.67*
Cc1[nH]c2ccccc2c1/C=N\NC(=O)c1cccnc1	4	0.92
N#CCCN(CCc1ccccc1)S(=O)(=O)c1cccc2nsnc12	4	1.2
C=C(Br)CSc1nc2ccccc2[nH]1	2	0.94
Cc1ccc(S(=O)(=O)NC(C)C2C3CC4CC(C3)CC2C4)c(C)c1 (stereo not drawn)	11	1
Next part:
SMILES	NS3h inh CB	Cy5 interf NS3h
COc1ccc(C2Nc3ccccc3NC3=C2C(=O)CC(c2ccc(Cl)cc2)C3)cc1OC (stereo not drawn)	11	1
CC1=[N+]([O-])C(C)(C)C(c2ccco2)=[N+]1[O-]	3	0.98
CCOc1ccc(-c2cc(C)n3nc(C(=O)Nc4ccc(C(C)=O)cc4)cc3n2)cc1	4	0.67*
O=[N+]([O-])c1ccc(-c2nc(Cc3c(F)cccc3Cl)no2)cc1	6	0.97
N/C(Cc1cccc2ccccc12)=N/OC(=O)c1cccs1	12	0.98
CCOC(=O)C1=C(C)NC(C)=C(C(=O)OC)C1c1cc(Cl)cc(Cl)c1OC (stereo not drawn)	0	0.79*
Cn1c2ccc(CC(N)=O)cc2c2cc(CC(N)=O)ccc21	44*	1.2
CCOc1ccc2nc(NC3=NC(CC(=O)O)C(=O)N3)nc(C)c2c1 (stereo not drawn)	12	1
Nc1cc(NCCCO)ccc1[N+](=O)[O-]	-1	1.1
Cc1ccc(CNC(=O)C(=O)Nc2cccc3ccccc23)cc1	18	1
CCOc1ccc(C(=O)Nc2cc(Cl)cc(Cl)c2)cc1Cl	9	1.1
O=C(Nc1ccc(Br)cc1)C1CC(=O)N(c2ccc(Cl)cc2)C1 (stereo not drawn)	14	1.1
O=C(Nc1ccc(-c2nc3ccccc3o2)c(O)c1)c1ccc(-c2ccc(Cl)cc2Cl)o1	-15	1
Cc1ccc(N2C(=O)/C(=C/c3ccc(F)cc3)SC2=S)cc1C	1	1
CCN(CC)C(=O)Nc1ccc(Cl)cc1	-3	1.1
O=C(Nc1ccc(Cl)c(Cl)c1)Nc1nnc(SCc2ccccc2)s1	6	1
O=C(NCCCO)/C(=C/c1ccc(-c2cccc([N+](=O)[O-])c2)o1)NC(=O)c1ccccc1	9	0.79*
CCOc1cc(OCC)cc(C(=O)Nc2cc(C)ccn2)c1	-3	1.1
Cc1c(Cl)cccc1NC(=O)C(=O)NC1CC(C)(C)NC(C)(C)C1	-7	1
COc1ccc(/C=C/C(=O)N2CCCCCC2)cc1Br	3	0.96
COC(=O)c1c(C)oc2cc(Br)c(OCC(=O)OC(C)(C)C)cc12	12	0.83
CCc1cc(=O)oc2cc(OC(C)=O)ccc12	4	1.1
CCOc1ccc(N2C(=O)CC(C(C)c3ccccc3)C2=O)cc1 (stereo not drawn)	4	0.92
CCOc1ccccc1NC(=O)CN(c1ccc(C)cc1)S(=O)(=O)c1ccc(OC)c(OC)c1	15	0.97
C=C(C)COc1ccc2oc(C)c(C(=O)OC)c2c1	12	0.93
The list goes on:
SMILES	NS3h inh CB	Cy5 interf NS3h
COc1ccccc1NC(=O)c1ccc(OC2CSC2)cc1	11	0.97
O=C(CC(=O)c1ccccc1)Nc1cccnc1	4	1
COc1cc(/C=C(\C#N)c2ccc([N+](=O)[O-])cc2)c(Br)c(Br)c1O	4	1
Cc1ccc(S(=O)(=O)N(C)Cc2ccccc2)cc1[N+](=O)[O-]	8	0.99
COc1cccc(/C=C2/SC(=S)N(CCC(=O)N3c4ccccc4Sc4ccc(Cl)cc43)C2=O)c1	-6	1
O=[N+]([O-])c1cccc(C2N(c3ccccc3)CCN2c2ccccc2)c1	-14	0.96
Cc1ccc(/C=C2\C(=O)NC(=S)N(c3ccc(Br)cc3)C2=O)o1	7	1.1
O=C1C(=O)N(CCCn2ccnc2)C(c2ccccc2[N+](=O)[O-])C1=C(O)c1ccc(Cl)cc1 (stereo not drawn)	-3	1
O=C(Cc1nnc(NC(=O)Nc2cccc(Cl)c2)s1)Nc1ccccc1	2	1
Cc1ccc(C(=O)O/N=C(/N)Cc2ccc(Cl)cc2Cl)cc1[N+](=O)[O-]	22	0.9
CCOC(=O)C1=C(C)NC(=O)NC1c1cn(-c2ccccc2)nc1-c1cccc([N+](=O)[O-])c1 (stereo not drawn)	4	0.9
CCOc1ccc(N(CC(=O)NCC(C)C)S(C)(=O)=O)cc1	0	1
CC(=O)c1ccc(-n2c(C)ccc2C)cc1	0	1.1
COc1ccc(CN2CCN(Cc3ccc(SC)cc3)CC2)c(OC)c1	-2	1
C=CCNC(=O)C(=O)Nc1cc(C)cc(C)c1	1	0.96
O=C(NCC(c1ccccc1)c1ccccc1)Nc1cccc(Cl)c1	3	1
COc1ccc(Cl)cc1NC(=O)C1=C(C)NC(=O)NC1c1ccccc1F (stereo not drawn)	-1	1.1
COc1ccc2oc(/C=C/N(C)C)c(C(=O)c3ccc(Cl)cc3)c2c1	-1	1
O=C(O)c1cccc(NC2=C(Cl)C(=O)N(c3ccc(Cl)cc3)C2=O)c1	17	1
Cn1c(-c2nc3ccccc3n2C)nc2ccccc21	5	0.94
O=C(Nc1cccc([N+](=O)[O-])c1)C1CC1(c1ccccc1)c1ccccc1 (stereo not drawn)	8	0.98
CC(=O)Nc1ccccc1NC(=O)/C=C/c1ccccc1	4	1.1
CCOc1ccc(C(=O)N2CCN(c3ccc([N+](=O)[O-])cc3)CC2)cc1Cl	5	0.97
Cc1ccccc1NC(=O)C(=O)NCc1ccccn1	16	1.1
COc1ccccc1NCC(O)Cn1c2ccccc2c2ccccc21 (stereo not drawn)	17	1
Additional entries:
SMILES	NS3h inh CB	Cy5 interf NS3h
COc1ccc(/C=C/C(=O)NC(=S)Nc2ccc(C(C)=O)cc2)cc1OC	-2	0.87
CCn1c2ccccc2c2cc(/C=N/NC(=O)c3cccc(C)c3)ccc21	9	0.93
COc1ccc(N2C(=O)NC(=O)/C(=C\c3cc(C)n(-c4cccc([N+](=O)[O-])c4)c3C)C2=O)cc1	-1	0.99
COCCOC(=O)C1=C(C)NC2=C(C(=O)CC(C)(C)C2)C1c1coc2ccccc2c1=O (stereo not drawn)	-1	0.98
CC(C)=CC1C(CNC(=O)C(Cl)(Cl)Cl)C1(C)C (stereo not drawn)	4	1.1
O=C1CCCCC1C(Nc1ccc2ncccc2c1)c1ccc(F)cc1 (stereo not drawn)	-6	0.87
CSc1ccccc1N1C(=O)C2CC(C)=C(C)CC2C1=O (stereo not drawn)	0	1
Cc1nc(-c2ccccc2)sc1C(N)=O	2	1.1
O=C(O)CCCN1C(=O)C(=O)C(=C(O)c2ccc(Cl)cc2)C1c1ccc(F)cc1 (stereo not drawn)	31	1.1
CCOc1cc(OCC)cc(C(=O)Nc2ccc3oc(-c4cccc(F)c4)nc3c2)c1	-8	0.99
O=C(Nc1ccccc1C(=O)NCc1ccco1)c1ccccc1	7	0.97
CCCOC(=O)c1cccc(NC(=O)/C=C/c2ccc(Cl)cc2)c1	6	1
O=C(/C=C\c1ccccc1)NC(=S)Nc1ccc([N+](=O)[O-])cc1O	11	1
CCOc1ccccc1N1C(=O)CC(Sc2ccccc2C(=O)O)C1=O (stereo not drawn)	3	1
Cc1cccc(C(C)C)c1NC(=O)c1cc2ccccc2o1	-2	0.95
COc1ccc(C(=O)NCCOc2ccc(C)cc2)cc1OC	0	1
CCCC(C)NS(=O)(=O)c1ccccc1[N+](=O)[O-] (stereo not drawn)	4	0.98

In the list so far, five have a COOH group.
SMILES	NS3h inh CB	Cy5 interf NS3h
Cc1ccc(C)n1-c1ccc(CC(=O)O)cc1	85*	1.1
CCOc1ccc2nc(NC3=NC(CC(=O)O)C(=O)N3)nc(C)c2c1 (stereo not drawn)	12	1
O=C(O)c1cccc(NC2=C(Cl)C(=O)N(c3ccc(Cl)cc3)C2=O)c1	17	1
O=C(O)CCCN1C(=O)C(=O)C(=C(O)c2ccc(Cl)cc2)C1c1ccc(F)cc1 (stereo not drawn)	31	1.1
CCOc1ccccc1N1C(=O)CC(Sc2ccccc2C(=O)O)C1=O (stereo not drawn)	3	1

In the list so far, these contain a furan ring, fused or not.
SMILES	NS3h inh CB	Cy5 interf NS3h
CC(C(=O)NCc1ccco1)N1C(=O)c2ccccc2C1=O (stereo not drawn)	4	1.1
CCOC(=O)C1=C(C)N=c2s/c(=C\c3ccc([N+](=O)[O-])o3)c(=O)n2C1c1cccs1 (stereo not drawn)	8	1
CCN(CC)C(=O)COc1ccc2oc(C)c(C(=O)OC(C)C)c2c1	16	0.79*
COc1cc2c(cc1NC(=O)c1cccc(I)c1)oc1ccccc12	9	0.98
CC1=[N+]([O-])C(C)(C)C(c2ccco2)=[N+]1[O-]	3	0.98
O=C(Nc1ccc(-c2nc3ccccc3o2)c(O)c1)c1ccc(-c2ccc(Cl)cc2Cl)o1	-15	1
O=C(NCCCO)/C(=C/c1ccc(-c2cccc([N+](=O)[O-])c2)o1)NC(=O)c1ccccc1	9	0.79*
COC(=O)c1c(C)oc2cc(Br)c(OCC(=O)OC(C)(C)C)cc12	12	0.83
C=C(C)COc1ccc2oc(C)c(C(=O)OC)c2c1	12	0.93
Cc1ccc(/C=C2\C(=O)NC(=S)N(c3ccc(Br)cc3)C2=O)o1	7	1.1
COc1ccc2oc(/C=C/N(C)C)c(C(=O)c3ccc(Cl)cc3)c2c1	-1	1
O=C(Nc1ccccc1C(=O)NCc1ccco1)c1ccccc1	7	0.97
Cc1cccc(C(C)C)c1NC(=O)c1cc2ccccc2o1	-2	0.95

Screens from PubChem BioAssay.
